STEP inh – STEP (human) phosphatase inhibition. P54829. recombinant STEP, OMFP fluorogenic substrate, fluorescence. inhibition, % at 20 µM. AID 588621. 360,000 tested, 0.25% active;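 active = inhibition at 20 µM, scaled per plate between control wells, above about 37%, limit read from the data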;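 note: 0% = DMSO with enzyme and substrate and 100% = substrate only without enzyme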
Target sequence (P54829 whole entry, looked up): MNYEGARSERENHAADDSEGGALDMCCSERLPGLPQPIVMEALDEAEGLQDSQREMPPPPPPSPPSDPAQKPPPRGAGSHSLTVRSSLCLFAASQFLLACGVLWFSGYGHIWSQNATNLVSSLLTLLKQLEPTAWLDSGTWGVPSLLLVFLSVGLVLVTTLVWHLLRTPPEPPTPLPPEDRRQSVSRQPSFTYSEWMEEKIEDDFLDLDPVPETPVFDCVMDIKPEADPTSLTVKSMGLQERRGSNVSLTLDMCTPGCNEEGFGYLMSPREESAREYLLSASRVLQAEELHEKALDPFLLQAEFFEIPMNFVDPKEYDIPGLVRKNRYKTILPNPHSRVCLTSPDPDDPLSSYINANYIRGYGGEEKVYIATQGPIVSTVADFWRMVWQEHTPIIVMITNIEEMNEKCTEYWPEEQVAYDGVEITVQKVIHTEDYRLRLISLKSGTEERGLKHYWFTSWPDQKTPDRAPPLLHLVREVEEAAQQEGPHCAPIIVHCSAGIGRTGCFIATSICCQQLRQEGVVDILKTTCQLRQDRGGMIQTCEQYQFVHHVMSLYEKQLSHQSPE
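System: STEP (striatal-enriched tyrosine phosphatase) enzyme, cell-free; medium: Bis-Tris pH 6.0 buffer with DTT, detergent; dosing: 20 µM, 1% DMSO; times: reaction 20 min, ambient temperature; detection: fluorescence, 480/540 nm; read-out basis: normalized % inhibition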
DNMT1 block – inhibitors of human DNMT1; DNMT1 molecular beacon, Hinp1I cleavage, fluorescence; inhibition (reported as % activation of signal), % at 10 µM; 360,000 tested, 0.83% active; AID 588458; in the data active = inhibition above about 50%
SUMO1-SIM PPI – modulators of human SUMO1-mediated protein-protein interactions | P63165 | SUMO1 binding to a labelled peptide, TR-FRET, 1 h | inhibition, % at 20 µM | 360,000 tested, 0.33% active | AID 602429; in the data active = inhibition above about 37%
Target sequence (P63165 whole entry, looked up): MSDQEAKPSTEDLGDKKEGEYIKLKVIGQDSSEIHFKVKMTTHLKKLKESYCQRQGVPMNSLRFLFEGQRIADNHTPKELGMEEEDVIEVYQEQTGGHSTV
Rpn11 inh – blocks the human proteasome subunit Rpn11 | O00487 | calls only at 20 µM | 360,000 tested, 0.59% active | human 26S proteasome, Ub4-pepOG fluorescence polarization; 20S core pre-blocked with epoxomicin;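 active = inhibition at 20 µM, scaled to each plate's controls, above about 33%, limit read from the data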
NRP1-CendR mod – NRP-1/CendR interaction modulation | O14786 | FAM-RPARPAR peptide binding to NRP-1, fluorescence polarization | inhibition, % at 25 µM | 360,000 tested, 0.85% active;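 active = inhibition or corrected inhibition above about 18%, plus a signal ratio from 0.5 to 1.5, limit read from the data, passing the limit was not always enough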; note: strong numbers were not always called active
SKN-1 inh – C. elegans SKN-1 inhibition; inhibition, % at 21.8 µM; 360,000 tested, 0.49% active; C. elegans VP596 Pgst-4::GFP/RFP ratio, acrylamide-induced, 24 h;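 active = interference check ratio from 0.5 to 1.5 plus GFP to RFP signal ratio inhibition reaching or exceeding a fixed threshold, cut at about 30% in these data, passing the limit was not always enough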; note: some compounds called inactive have numbers as strong as hits
Scp1 inh – Scp-1 (human) phosphatase inhibition; Recombinant Scp1, phosphopeptide, malachite green phosphate absorbance; Q9GZU7; AID 493091; 340,000 tested, 0.88% active; inhibition, % at 20 µM;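 active = inhibition above about 50% at 20 µM, limit read from the data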;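 note: plate controls were DMSO wells with enzyme for no effect and wells lacking enzyme for full effect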
Target sequence (Q9GZU7 76-261 limits assumed): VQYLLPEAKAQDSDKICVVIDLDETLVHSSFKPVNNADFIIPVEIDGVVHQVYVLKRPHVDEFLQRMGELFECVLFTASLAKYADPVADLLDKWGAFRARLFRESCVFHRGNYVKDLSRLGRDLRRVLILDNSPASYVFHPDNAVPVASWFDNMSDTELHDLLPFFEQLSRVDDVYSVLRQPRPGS
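Test system: SCP-1 phosphatase catalytic domain, residues 76-261 | Compound dosing: One concentration, 20 µM, with 1.0% DMSO | Schedule: 45 min room-temperature reaction, 5 min colour, 30 min stabiliser | Detection: Absorbance at 630 nm | Read-out basis: % inhibition of SCP-1 phosphate liberation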
MT1-MMP act inh – MT1-MMP (human) activation inhibition | AID 651647 | 360,000 tested, 0.061% active | GFP/RFP ratio change, % at 20 µM | HT1080 RFP-PRO-GFP cells, GFP/RFP ratio fluorescence, overnight; percent of plate control window, DMSO zero;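 active = GFP/RFP ratio change of at least 30% with cell ATP level not reduced by more than half and red fluorescence within 50% of control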; note: strong numbers were not always called active
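Test system: HT1080 cells expressing an RFP-PRO-GFP fluorescent reporter construct / Compound dosing: single-point 20 µM compound, 1% DMSO / Schedule: cells overnight before dosing, compound overnight, 37 °C, 5% CO2 / Evaluation: GFP/RFP fluorescence ratio / Control set: DMSO and RFP-L50D-GFP cell wells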
LMPTP inh – blocks human LMPTP phosphatase. recombinant LMPTP-A, OMFP fluorogenic substrate, fluorescence intensity. P24666. 360,000 tested, 0.22% active. inhibition, % at 20 µM;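 active = compounds that cut the enzyme signal by at least half of the control window in the single-dose screen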;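 note: plate controls were DMSO wells with enzyme plus substrate for no effect and substrate without enzyme for full effect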
Target sequence (P24666 whole entry, looked up): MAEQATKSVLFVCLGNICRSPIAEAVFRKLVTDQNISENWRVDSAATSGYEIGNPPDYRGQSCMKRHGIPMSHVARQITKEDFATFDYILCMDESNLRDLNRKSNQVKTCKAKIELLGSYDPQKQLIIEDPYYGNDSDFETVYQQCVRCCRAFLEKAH
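Test system: LMPTP-A phosphatase enzyme; input: 0.625 nM LMPTP-A final; reagent: OMFP substrate, 400 µM final; compound dosing: 20 µM single dose, 3% DMSO; incubation: 50 min dark incubation at room temperature; measured by: endpoint fluorescence intensity from OMFP dephosphorylation; measure: % inhibition relative to no-enzyme and uninhibited control wells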
NadD inh – NadD (S. aureus) enzyme inhibition. purified NadD enzyme, colorimetric absorbance read-out. inhibition, % at 20 µM. 360,000 tested, 0.78% active; in the data active = inhibition above about 26%; note: some compounds past the cut are filed as inactive
An asterisk follows results filed as active; i = inactive; x = no result given. Not all compounds are listed, so the mix of outcomes need not match the whole.

1	CC1=CC(O)C(O)C2(C)C1CC1OC(=O)CC3C(C)C(O)C(=O)C2C13CO (stereo not given)
2	COC(=O)C1=C(c2c(C)noc2C)C[C@@H]2CC[C@H]1N2C(=O)NCc1ccco1
3	O=S(=O)(c1ccc(Cl)cc1)c1ccc(Cl)cc1
4	CCCCn1c(O)c(C=NCCN2CCCCC2)c(=O)[nH]c1=O
5	CN(C)c1ccc(C=C2C(=O)NC(=S)NC2=O)cc1
6	COC(=O)C1=C(c2ccccc2OCc2ccccc2)C[C@@H]2CC[C@H]1N2C(=O)NCCc1ccc(F)cc1
entry no.,1,2,3,4,5,6
STEP inh,-1,0,-1,-1,-3,3
DNMT1 block,5,2,-1,0,2,0
SUMO1-SIM PPI,-3,1,6,-2,2,7
Rpn11 inh,i,i,i,i,i,i
NRP1-CendR mod,7,12,1,4,4,-11
SKN-1 inh,0,8,3,4,15,-32
Scp1 inh,11,-6,-12,0,35,-2
MT1-MMP act inh,-28,0,1,-1,1,-9
LMPTP inh,0.3,-0.7,1.3,-5.7,-0.6,6.9
NadD inh,-8,1,-3,6,9,-1

7	CCOc1ccc([N+](=O)[O-])cc1CNCCc1ccccc1
8	O=C(Nc1cccc(C(F)(F)F)c1)OC1CN2CCC1CC2 (stereo not given)
9	N#CC1=C(N)Oc2c(c(=O)oc3ccccc23)C1c1ccc([N+](=O)[O-])o1 (stereo not given)
10	CCOC(=O)C1(CCCc2ccccc2)CCN(C2CCCC2)CC1
11	O=C1NC(=O)C(=Cc2ccc(OCCOc3ccc([N+](=O)[O-])cc3)cc2)C(=O)N1
12	O=c1c2ccccc2nc(/C=C/c2ccc(F)cc2)n1-c1ccccc1O
entry no.,7,8,9,10,11,12
STEP inh,2,-1,7,-2,2,-6
DNMT1 block,-3,-1,34,1,-6,-5
SUMO1-SIM PPI,10,4,18,-2,-15,1
Rpn11 inh,i,i,i,i,i,i
NRP1-CendR mod,1,9,-74,-2,-41,-23
SKN-1 inh,-10,-11,10,12,-5,13
Scp1 inh,6,2,32,-2,23,-9
MT1-MMP act inh,1,1,-8,0,8,-6
LMPTP inh,-0.7,-0.1,0.5,-0.3,-0.3,1.9
NadD inh,-1,-5,-1,-10,12,8

Part of the list above in a different format.
#	Molecule	STEP inh	DNMT1 block	SUMO1-SIM PPI	Rpn11 inh	NRP1-CendR mod	SKN-1 inh	Scp1 inh	MT1-MMP act inh	LMPTP inh	NadD inh
3	O=S(=O)(c1ccc(Cl)cc1)c1ccc(Cl)cc1	-1	-1	6	i	1	3	-12	1	1.3	-3
9	N#CC1=C(N)Oc2c(c(=O)oc3ccccc23)C1c1ccc([N+](=O)[O-])o1 (stereo not given)	7	34	18	i	-74	10	32	-8	0.5	-1
1	CC1=CC(O)C(O)C2(C)C1CC1OC(=O)CC3C(C)C(O)C(=O)C2C13CO (stereo not given)	-1	5	-3	i	7	0	11	-28	0.3	-8
10	CCOC(=O)C1(CCCc2ccccc2)CCN(C2CCCC2)CC1	-2	1	-2	i	-2	12	-2	0	-0.3	-10

Later entries
13	CCOC(=O)C(=CNc1ccc(C(O)(C(=O)OCC)C(F)(F)F)cc1C)C(=O)OCC (stereo not given)
14	C=CCC1(CN2CCCCCC2=O)C(=O)NC(=O)NC1=O
15	CC(C)CN(CC(C)C)C(=O)C1C2c3ccccc3C(c3ccccc32)C1C(=O)O (stereo not given)
16	COc1ccccc1N1C(=O)NC(=O)/C(=C\c2cnn(-c3ccccc3)c2)C1=O
17	CC(C)C(NC(=O)C(C(C)C)N(C)C)C(=O)N(C)C(C(=O)N1CCCC1C(=O)N1CCCC1C(=O)NCc1ccccc1)C(C)C (stereo not given)
18	Cc1cc(NC(=O)C(Cl)(Cl)Cl)no1
entry no.,13,14,15,16,17,18
STEP inh,1,-5,2,2,1,-1
DNMT1 block,0,1,7,21,3,2
SUMO1-SIM PPI,1,-3,3,8,-8,-2
Rpn11 inh,i,i,i,i,i,i
NRP1-CendR mod,-1,2,-1,6,-10,10
SKN-1 inh,7,2,-11,6,10,-3
Scp1 inh,-15,1,-6,3,7,-4
MT1-MMP act inh,-1,11,0,-1,23,1
LMPTP inh,1.3,-3.4,-1.7,1.2,-1.2,-2.7
NadD inh,-6,5,7,17,-3,-1

19	COC(=O)C(O)(c1ccc(NC(=O)NC2CCCCC2)cc1)C(F)(F)F (stereo not given)
20	CCN1C[C@]2(C)CC[C@H](O)[C@]34C1[C@H](C[C@H]23)[C@@]1(O)C[C@H](OC)[C@H]2C[C@@H]4[C@@H]1C2O (stereo not given in full)
21	CC1(C)CN=C(NCc2ccccc2)S1
22	CCN1C(=O)N(CC)C(=O)C2(Cc3ccccc3N3CCN(c4ccccc4)CC32)C1=O (stereo not given)
23	C=C1C(C)C2C(Cc3ccccc3)NC(=O)C23C(OC(C)=O)C=CC(C)(O)CC(C)CC=CC3C1O (stereo not given)
24	COC1=CC(=O)O[C@@H](/C=C/c2ccccc2)C1
entry no.,19,20,21,22,23,24
STEP inh,-4,-1,-2,-1,-6,2
DNMT1 block,-6,-2,-4,-2,12,-1
SUMO1-SIM PPI,-1,3,-2,4,6,1
Rpn11 inh,i,i,i,i,i,i
NRP1-CendR mod,3,-8,0,4,7,4
SKN-1 inh,16,4,9,2,7,3
Scp1 inh,-7,-6,-5,-8,2,29
MT1-MMP act inh,3,3,1,3,13,4
LMPTP inh,1.0,-1.6,0.0,0.4,0.8,-0.9
NadD inh,2,0,-6,0,1,1

25	CCOP(=O)(OCC)C(O)c1ccccc1 (stereo not given)
26	CCc1c(C)nc(N)nc1N1N=C1SCCOc1ccccc1
27	CCNCC(O)c1cccc(O)c1 (stereo not given)
28	N=c1sccn1Cc1ccccc1F
29	CC(C)(C)C(=O)N1Cc2cnnn2-c2ccccc2C1C#N (stereo not given)
30	O=C(CCN1C(=O)COc2ccccc21)N1CCC2(CC1)OCCO2
entry no.,25,26,27,28,29,30
STEP inh,1,5,-2,0,-2,1
DNMT1 block,0,0,-2,0,4,3
SUMO1-SIM PPI,2,5,3,2,6,3
Rpn11 inh,i,i,i,i,i,i
NRP1-CendR mod,-8,2,-3,8,3,-3
SKN-1 inh,-7,12,5,1,6,-4
Scp1 inh,-5,-4,-6,-2,8,-4
MT1-MMP act inh,-1,1,3,-3,1,0
LMPTP inh,-1.0,-1.5,-0.3,1.9,-1.8,0.2
NadD inh,-6,-3,-4,2,1,6

31	Cc1ccccc1CS(=O)(=O)Cc1ccc(C(=O)N2CCC3(CC2)OCCO3)o1
32	COc1ccc(C)cc1NC(=O)N1CCC2(CC1)OCCO2
33	COC(=O)C1=C(c2ccc(Cl)c(C(F)(F)F)c2)C[C@@H]2CC[C@H]1N2C(=O)NCCCOC(C)C
34	CCc1ccccc1NC(=O)CSc1nnc([C@@H](N)Cc2c[nH]c3ccccc23)o1
35	Cc1cc2c(s1)NC(=O)CN=C2c1cccs1
36	COC(=O)COc1cc(C)cc2oc(=O)c3c(c12)CCCC3
entry no.,31,32,33,34,35,36
STEP inh,-1,0,-1,2,1,1
DNMT1 block,11,-1,3,-3,-3,1
SUMO1-SIM PPI,1,-1,-3,0,-1,-4
Rpn11 inh,i,i,i,i,i,i
NRP1-CendR mod,4,-1,2,2,-2,3
SKN-1 inh,-4,11,-13,34,-15,3
Scp1 inh,0,-7,-2,-4,-5,-9
MT1-MMP act inh,2,-2,-5,0,1,1
LMPTP inh,0.4,1.4,-0.9,0.1,-0.3,-0.7
NadD inh,-2,0,-2,0,4,0

37	O=C(c1ccc2c(c1)OCO2)C1CCCN(CC2CCCCC2)C1 (stereo not given)
38	c1ccc(C2CC3CC(c4ccco4)N2O3)cc1 (stereo not given)
39	O=c1c2ccccc2nc(/C=C/c2ccc3c(c2)OCO3)n1-c1cccc(O)c1
40	CC(C)CCC1(CCO)C(=O)NC(=S)NC1=O
41	CCCCCN1C(=O)c2ccccc2[C@@]2(C(=O)OCC)Cc3cc(Cl)ccc3[C@@H]12
42	COc1cc(C(O)CNC(C)C)cc(F)c1OC (stereo not given)
entry no.,37,38,39,40,41,42
STEP inh,2,1,3,-2,x,3
DNMT1 block,0,0,-5,1,x,5
SUMO1-SIM PPI,3,-2,-3,1,7,4
Rpn11 inh,i,i,i,i,x,i
NRP1-CendR mod,7,-13,-2,-15,-9,-17
SKN-1 inh,-3,13,7,-11,-1,7
Scp1 inh,1,2,-1,6,x,-3
MT1-MMP act inh,-3,-6,-1,-4,-14,x
LMPTP inh,-0.2,-0.8,-3.7,-0.7,4.7,-1.7
NadD inh,-1,4,-5,1,3,1

43	O=C(COc1ccccc1)N1CCN(CC2CC=CCC2)CC1 (stereo not given)
44	COc1ccc(OC)c(-n2c(O)c(C=Nc3c(C)n(C)n(-c4ccccc4)c3=O)c(=O)[nH]c2=O)c1
45	Cc1ccc(S(=O)(=O)N2CN3CCN(C3)C2)cc1
46	COc1ccc(OC(=O)N(C)C[C@@H]2OCc3cnnn3CCCC(=O)N([C@H](C)CO)C[C@H]2C)cc1
47	O=C1/C(=C\c2ccc3c(c2)OCO3)N2CCC1CC2
48	O=C(NCCO)c1nsnc1NCCCl
49	c1cc(C2N3CCCN2CC3)ccn1 (stereo not given)
50	CN1CCc2nc(N)c(C#N)c(-c3ccccc3)c2C1
51	O=C1NC(=O)C2(Cc3ccccc3N3CCCC32)C(=O)N1 (stereo not given)
entry no.,43,44,45,46,47,48,49,50,51
STEP inh,-1,-3,0,-2,2,1,1,2,-2
DNMT1 block,-1,-1,-3,5,2,3,-1,3,-7
SUMO1-SIM PPI,-2,-1,3,3,-7,-2,-2,0,1
Rpn11 inh,i,i,i,i,i,i,i,i,i
NRP1-CendR mod,3,-9,-1,2,3,2,8,5,-2
SKN-1 inh,3,-1,-1,5,9,-2,15,0,-2
Scp1 inh,-2,-2,-7,x,7,-3,2,-3,-6
MT1-MMP act inh,2,3,-6,-1,-1,-1,3,-6,-6
LMPTP inh,-2.4,-0.4,-11,-2.3,-0.4,0.3,-8.4,2.2,-1.0
NadD inh,-6,8,0,-2,-1,-4,-6,-8,-2

Of the compounds above, four have a CF3 group:
8	O=C(Nc1cccc(C(F)(F)F)c1)OC1CN2CCC1CC2 (stereo not given)
13	CCOC(=O)C(=CNc1ccc(C(O)(C(=O)OCC)C(F)(F)F)cc1C)C(=O)OCC (stereo not given)
19	COC(=O)C(O)(c1ccc(NC(=O)NC2CCCCC2)cc1)C(F)(F)F (stereo not given)
33	COC(=O)C1=C(c2ccc(Cl)c(C(F)(F)F)c2)C[C@@H]2CC[C@H]1N2C(=O)NCCCOC(C)C
entry no.,8,13,19,33
STEP inh,-1,1,-4,-1
DNMT1 block,-1,0,-6,3
SUMO1-SIM PPI,4,1,-1,-3
Rpn11 inh,i,i,i,i
NRP1-CendR mod,9,-1,3,2
SKN-1 inh,-11,7,16,-13
Scp1 inh,2,-15,-7,-2
MT1-MMP act inh,1,-1,3,-5
LMPTP inh,-0.1,1.3,1.0,-0.9
NadD inh,-5,-6,2,-2
